PG9 binder: binds the HIV-1 gp120 antibody PG9; inhibition, % at 6.7 µM; TR-FRET gp120-PG9 antibody binding; 360,000 compounds, 0.43% hits; in the data active = inhibition above about 8.5%
mABHD4 FP: inhibits mouse alpha/beta hydrolase domain 4; Q8VD66; purified mABHD4, FP-Rh probe fluorescence polarization; inhibition, % at 8.92 µM; 370,000 compounds, 0.54% hits; AID 720543;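 active = inhibition exceeding the mean over every tested compound plus 3 SD, cut at about 30% in these data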;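 note: 0% = plate median of compound wells and 100% = S159A mutant with DMSO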
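Test system: mouse ABHD4 enzyme, wild type. Reagent: FP-Rh fluorescent activity-based probe, added after compound pre-incubation. Timing: pre-incubation 45 min, probe exposure 60 min, at 25 °C. Technique: FP readout, ex 525 nm / em 598 nm. Benchmarks: high control S159A mutant with DMSO, low control median of compound wells.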
Tn7 DDE FP: inhibitors of Tn7 peptide binding to human fibrin DD(E); P02675; FP displacement of FITC-Tn7 peptide from fibrin DD(E); 0% = median of compound wells per plate; inhibition, % at 8.3 µM; 370,000 compounds, 0.13% hits; AID 720508;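 active = inhibition above the mean of compounds falling within the control limits plus 3 SD of them, cut at about 14% in these data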;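 note: 0% = plate median of compound wells and 100% = 10 µM Aha-Tn7 peptide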
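Assay system: human fibrin DD(E). Input: DD(E) 2 µM final. Medium: Tris buffer with calcium and detergent, pH 7.8. Compound dosing: single point at 8.3 µM. Timing: 10 min plus 3 h, room temperature. Technique: fluorescence polarization of the labelled Tn7 tracer. Read-out: percent inhibition. Replicates: singlicate testing.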
LEDGF integ inh: blocks HIV-1 LEDGF/p75-dependent DNA integration. TR-FRET IN-LEDGF/p75 DNA integration, Eu/Cy5. inhibition, % at 3.7 µM. 370,000 compounds, 0.64% hits;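 active = inhibition above the screen-wide mean plus 3 SD, cut at about 13% in these data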;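 note: signal is the Cy5 over europium emission ratio at 671 and 618 nm; 0% = plate median of compound wells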
SIAE primary: blocks human sialic acid acetylesterase. Q9HAT2. SIAE FP-Rh probe binding, fluorescence polarization. inhibition, % at 9.66 µM. 370,000 compounds, 0.69% hits. AID 1053197;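 active = inhibition above a cutoff: mean of compounds within the control limits plus 3 SD of those, cut at about 17% in these data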;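 note: 0% = plate median of compound wells and 100% = probe without SIAE protein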
TDP2 inh: blocks human TDP2 phosphodiesterase activity | O95551 | recombinant TDP2, T5PNP hydrolysis, p-nitrophenol absorbance 415 nm | inhibition, % at 12.8 µM | 370,000 compounds, 0.34% hits | AID 720702;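 active = inhibition above the mean of all tested compounds plus 3 SD, set per campaign, cut at about 25% in these data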;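 note: 0% = DMSO with enzyme and 100% = buffer with substrate but no TDP2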
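Assay system: recombinant human TDP2 / Reagent: T5PNP substrate at 5 mM, a TopII-DNA adduct mimic / Measured by: epi absorbance from released p-nitrophenol / Evaluation: % inhibition relative to enzyme-containing and enzyme-free wells / Control set: enzyme-free and DMSO wells / Replicates: each compound tested once, singlicate / Schedule: enzyme reaction with compound for 2 h at 37 °C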
HTRA1 inh: inhibitors of human serine peptidase HTRA1. Q92743. inhibition, % at 5.96 µM. 340,000 compounds, 0.5% hits. recombinant HTRA1, FP-rhodamine activity-based probe, fluorescence polarization; in the data active = inhibition above about 36%;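 note: 0% = enzyme with DMSO and 100% = wells lacking enzyme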
Target sequence (Q92743 whole entry, looked up): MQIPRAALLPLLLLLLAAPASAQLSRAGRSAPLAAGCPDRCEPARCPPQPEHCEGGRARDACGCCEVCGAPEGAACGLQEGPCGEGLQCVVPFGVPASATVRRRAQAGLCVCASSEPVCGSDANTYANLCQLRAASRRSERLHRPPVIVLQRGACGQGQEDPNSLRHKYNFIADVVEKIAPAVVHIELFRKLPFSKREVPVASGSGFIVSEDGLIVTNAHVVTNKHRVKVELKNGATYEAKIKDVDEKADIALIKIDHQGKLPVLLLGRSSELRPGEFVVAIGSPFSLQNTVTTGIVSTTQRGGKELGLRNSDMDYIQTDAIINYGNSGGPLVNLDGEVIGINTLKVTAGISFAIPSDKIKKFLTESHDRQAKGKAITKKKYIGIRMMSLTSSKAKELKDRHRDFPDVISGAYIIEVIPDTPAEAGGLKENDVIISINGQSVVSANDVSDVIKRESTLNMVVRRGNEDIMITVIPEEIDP
UHRF1 binding: human UHRF1 methylated DNA binding inhibitors | Q96T88 | UHRF1 binding to methylated oligo, TR-FRET | inhibition, % at 4.4 µM | 370,000 compounds, 0.75% hits; in the data active = inhibition above about 21%;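 note: UHRF1 SRA domain binding a hemimethylated CpG hairpin DNA probe; 0% = median of test compound wells and 100% = reference inhibitor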
PRMT1 FP inh: blocks human protein arginine methyltransferase 1; Q99873; recombinant PRMT1, activity-based probe fluorescence polarization; inhibition, % at 2.79 µM; 370,000 compounds, 1.3% hits; AID 652257;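 active = inhibition above about 21% made by adding two undisclosed values, limit read from the data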
Target sequence (Q99873 whole entry, looked up): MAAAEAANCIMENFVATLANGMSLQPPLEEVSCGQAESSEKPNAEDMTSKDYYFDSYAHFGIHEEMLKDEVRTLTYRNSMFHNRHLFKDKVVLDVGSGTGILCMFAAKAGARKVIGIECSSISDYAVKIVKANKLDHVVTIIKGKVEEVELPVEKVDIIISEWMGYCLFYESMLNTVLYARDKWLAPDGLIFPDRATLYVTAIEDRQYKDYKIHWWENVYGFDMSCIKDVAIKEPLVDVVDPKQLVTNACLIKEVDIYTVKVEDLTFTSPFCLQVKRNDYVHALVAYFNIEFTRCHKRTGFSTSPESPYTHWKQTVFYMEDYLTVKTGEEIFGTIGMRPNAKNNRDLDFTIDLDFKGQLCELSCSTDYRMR
TCR-CD3 inh: human TCR-CD3 binding inhibition. TAMRA-labeled TCR probe fluorescence, biochemical. inhibition, % at 9.4 µM. 360,000 compounds, 0.37% hits; in the data active = inhibition above about 19%;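 note: recombinant mutant TCR 2C K166C tagged with TAMRA read by polarization; 0% = receptor in buffer alone and 100% = receptor with positive control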
* hit, by the source's call; nt = no result given.

SMILES	PG9 binder	mABHD4 FP	Tn7 DDE FP	LEDGF integ inh	SIAE primary	TDP2 inh	HTRA1 inh	UHRF1 binding	PRMT1 FP inh	TCR-CD3 inh
O=C1N=C(N2CCOCC2)S/C1=C\c1ccncc1	-1.8	-3	-4	0	6	7	-2	-3	-6	-3
Cc1cc(C(=O)c2ccccc2)nc2ccccc12	0.5	3	-4	-3	8	16	-5	4	3	-4
COc1ccc(/C=C2\N=C(C)OC2=O)cc1[N+](=O)[O-]	-1.8	-5	1	-1	5	23	-4	-1	-1	1
COC(=O)CNC(=O)C1CC(=O)N(CCc2ccc(F)cc2)C1 (configuration not stated)	1.6	4	0	-1	-5	2	5	1	5	-7
C/C(=N\Nc1nc(N2CCCCC2)nc(N2CCOCC2)n1)c1ccccc1O	-1.0	3	7	-1	6	-6	nt	5	0	3
O=C(Cc1ccccc1)c1ccccc1C(=O)N1CCCCC1	-0.7	-5	-2	4	-3	-3	-3	-3	0	2
COc1ccc(S(=O)(=O)NNC(=S)NCCc2ccccc2)c(OC)c1	-3.2	1	0	-2	3	-2	4	1	2	-5
NC(=O)CSc1nnc(Cc2cccs2)n1C1CCCCC1	0.7	3	-2	0	-1	-10	1	0	0	-3
CCN(CC(=O)Nc1c(F)cccc1F)C(=O)c1nn(C)c(=O)c2ccccc12	1.5	0	2	-3	-2	-4	2	-1	2	-5
CCC(=O)Nc1ccc(NC(=O)c2ccccn2)cn1	-0.4	3	0	1	3	-5	-1	0	-1	3
CCCc1[nH]nc2c1C(C1CC=CCC1)C(C#N)=C(N)O2 (configuration not stated)	-0.3	-9	1	1	-4	-6	-14	1	1	7
CCCCC(=O)N(Cc1ccc(F)cc1)C1CCS(=O)(=O)C1 (configuration not stated)	-0.2	4	0	-2	-2	-7	3	-2	-1	4
CC(=O)Nc1cccc(NC(=O)/C=C/c2ccc(S(=O)(=O)N3CCOCC3)cc2)c1	0.2	-5	1	-1	0	-2	-11	-4	-2	-2
CN(C)C(=O)CSc1nnc(-c2ccco2)n1-c1ccccc1	-0.4	3	5	-4	-3	-7	11	0	-2	0
CCN1CCN(C(=O)c2nn(-c3ccc(C)cc3)c(=O)c3c2c2ccccc2n3C)CC1	1.0	-1	7	1	4	-5	-7	2	0	7
O=C(COC(=O)c1ccc(S(=O)(=O)N2CCOCC2)cc1)NC1CCCC1	0.6	-1	4	-2	3	1	2	0	-1	-8
CN1CCN(CC(=O)Nc2ccccc2[N+](=O)[O-])CC1	-1.1	5	-4	0	2	-2	-2	2	2	4
C/C=C/C=C\C(=O)Nc1cccc(C2=NOC3(C2)C[C@@H](C(N)=O)N(C(=O)c2cc([N+](=O)[O-])cc([N+](=O)[O-])c2C)C3)c1 (some centres not stated)	0.0	-4	0	0	-7	-9	-16	1	24*	-1
Clc1ccc(-c2cc(CN3CCOCC3)no2)cc1	-0.5	-6	2	4	3	0	9	-3	-3	1
CC1CC(C)CN(c2ncc3c(n2)CC(c2ccc(Cl)cc2)CC3=O)C1 (configuration not stated)	0.4	-14	0	-1	-3	-2	-4	5	0	-1
CCN(c1ccccc1)S(=O)(=O)c1ccc(C(=O)N(C)CCc2ccc(OC)c(OC)c2)cc1	-0.9	-2	-4	0	0	-9	1	-1	-6	3
CCN(CC)P(=O)(/C(Cl)=C\Nc1c(C)n(C)n(-c2ccccc2)c1=O)N(CC)CC	-2.0	0	0	-2	5	6	10	-2	-2	-3
COCC(C)n1c(C)cc(C(=O)COC(=O)c2c(C)nn(-c3ccccc3)c2C)c1C (configuration not stated)	-2.2	-6	3	1	1	-2	-13	-1	-1	10
COc1ccc(S(=O)(=O)N(C)CC(=O)Nc2ccc(C(F)(F)F)cc2)cc1Cl	-0.3	-16	4	8	5	-10	-11	3	4	0
CCc1ccc(N(C(=O)Cn2nnc(-c3ccccc3)n2)C(C(=O)NC2CCCCC2)c2ccccn2)cc1 (configuration not stated)	-1.0	1	-6	1	4	5	2	1	-4	5
CC(C)C[C@H]1CNC(=S)N1C[C@H]1CCCN1C[C@H](Cc1ccc(O)cc1)N1C[C@H](CC(C)C)N(CC2CCCCCC2)C1=S	0.6	-14	7	2	-6	-5	nt	3	4	-6
NS(=O)(=O)c1cccc2c1c([N+](=O)[O-])cc1nc(O)c(O)nc12	-26	31*	0	-3	0	8	2	-5	26*	8
COc1ccccc1CNC(=O)c1ccc(-c2ccccc2)cc1	0.2	0	-2	-1	-4	-8	-5	26*	3	-2
COc1nccnc1NS(=O)(=O)c1ccc(NS(=O)(=O)c2ccc(NC(C)=O)cc2)cc1	-1.4	3	-7	2	0	8	4	-1	0	7
COc1ccc(C(=O)N/N=C/c2ccc(OC)c(COc3ccc(F)cc3)c2)cc1	-1.4	-34	-1	0	-1	-1	-46	-2	-2	7
CCCSC1=C(C#N)C(c2ccccc2C)CC(=O)N1 (configuration not stated)	0.8	-12	2	-1	1	-12	-6	3	8	-9
CCN(C(=O)COC(=O)c1ccc(Cl)c(N)c1)C1CCS(=O)(=O)C1 (configuration not stated)	-1.6	-5	-10	4	-3	-13	-10	1	-1	-2
Cc1cc(=O)oc2ccc(OCC(=O)NCc3ccco3)cc12	-3.3	5	0	1	1	2	9	-1	1	1
Cc1ccc(CC2C(=O)N(c3ccccc3)C(=O)C2C)cc1 (configuration not stated)	0.4	-4	5	2	-2	4	-1	-2	-4	7
CC(C)[C@H](NC(=O)OC(C)(C)C)C(=O)NCC1CCC(C(=O)N[C@@H](Cc2ccccc2)C(=O)O)CC1 (some centres not stated)	-1.3	0	2	0	0	0	5	2	2	1
Cc1nn(-c2ccc(Cl)nn2)c(=O)c2ccccc12	-0.9	1	3	5	7	-1	-14	-1	-3	3
Cc1cc(N2CCC(C(=O)NCC3CC3)CC2)nc(-c2ccccc2)n1	-0.3	2	-4	-1	0	-2	-3	-2	0	3
COc1cccc(OCCOc2ccccc2OC(C)C)c1	-1.5	6	-5	-3	-3	2	-1	1	4	-2
Cc1nc(C(=O)NNC(=O)Nc2ccc(Cl)cc2)cs1	-1.2	-2	1	-8	1	-10	8	5	8	-1
COc1ccc(NC(=O)C2CCCN2C(=O)Nc2ccccc2)cc1OC (configuration not stated)	0.1	0	0	3	6	2	-5	1	3	-2
Cc1ccc(C2CC2c2n[nH]c(=S)n2-c2ccc(Cl)cc2)cc1 (configuration not stated)	-0.2	-3	-1	3	6	-13	-3	-3	27*	4
COC(=O)NC1CCC(CC2CCC(NC(=O)OC)CC2)CC1 (configuration not stated)	-2.2	1	8	-2	4	-15	-3	-2	-1	4
O=C(OCc1ccccc1Cl)C1CC(=O)N(Cc2ccco2)C1 (configuration not stated)	0.3	-4	11	-7	-1	1	3	-1	6	-11
Cc1nn(C2CCS(=O)(=O)C2)c(Cl)c1/C=C/C(=O)OCC(=O)c1cc(C)n(-c2ccc(F)cc2)c1C (configuration not stated)	-2.0	-4	1	0	-6	-7	-15	7	0	-8
O=C(OCC#CCSc1nc2ccccc2s1)c1ccco1	0.9	-10	-5	-1	2	6	-14	-2	7	2
CCCCN1CCN=C1Nc1ccccc1	-0.1	1	4	1	4	11	-5	-1	-3	1
O=[N+]([O-])c1ccc(C=CC=Cc2ccccc2)cc1	-1.2	2	1	-2	-3	9	-1	-1	-4	3
COc1ccc(Cl)cc1C(=O)NNC(=O)c1nc2nc(C)cc(C)n2n1	-1.0	1	1	-3	1	-13	-1	-1	-1	3
COc1ccc(NC(=S)NN2CCN(C)CC2)cc1	1.1	1	0	1	1	-1	4	-1	-1	5
O=C(CSc1nc(C(F)(F)F)cc(=O)[nH]1)NCC1CCCO1 (configuration not stated)	0.2	-4	0	-2	2	-6	0	3	5	-8
CCC(C(=O)NC1CCCCC1)n1nc(C)c2c(C)n(-c3ccccc3)nc2c1=O (configuration not stated)	-0.4	4	-4	2	1	14	-2	-3	0	4
COc1ccc(CN(CC2CCC(C(=O)O)CC2)C(=S)Nc2ccc(C)c(Cl)c2)cc1 (configuration not stated)	-0.5	-28	-6	-6	-7	-13	-4	4	6	0
CN(C)/C=N/c1c(C#N)nnn1Cc1ccccc1	-2.6	5	2	-1	-2	-3	2	2	1	-2
O=C(Nc1ccc2oc(-c3ccccc3)nc2c1)c1ccco1	-1.6	-16	-4	2	-9	-7	-29	4	0	9
COc1ccc(CCNC(=O)c2cc3ccccn3n2)c(OC)c1OC	1.7	0	3	-2	-3	-1	-6	3	2	-2
CC1CCCCN1C(=O)CN1C(=O)c2ccccc2S1(=O)=O (configuration not stated)	1.2	2	4	1	3	1	-3	-5	1	8
Cc1ccc(OCCCC(=O)NC(C)c2ccccc2)cc1 (configuration not stated)	0.4	-6	0	-3	5	6	3	-1	2	-10
Cc1cc(C)c2nc3nc(C)cc(C)c3c(N)c2c1	0.0	-1	3	0	-1	0	-5	27*	-5	2
O=C(NCCCn1ccnc1)/C(=C\c1ccc(Br)cc1)NC(=O)c1ccccc1	-0.9	-5	-2	3	-1	12	7	-3	0	4
COc1ccc(C(C(=O)NC(C)(C)C)N(C(=O)CCC(=O)Nc2cc(C)on2)c2ccc(C)c(C)c2)cc1 (configuration not stated)	0.6	2	0	-5	0	-19	-20	4	-1	-7
CC1(C(=O)N/N=C/c2ccc([N+](=O)[O-])o2)CC1(Br)Br (configuration not stated)	-0.7	15	2	-3	-1	5	5	-8	2	-2

Molecules from the list above with a furan ring, fused or not, in the order listed:
SMILES	PG9 binder	mABHD4 FP	Tn7 DDE FP	LEDGF integ inh	SIAE primary	TDP2 inh	HTRA1 inh	UHRF1 binding	PRMT1 FP inh	TCR-CD3 inh
CN(C)C(=O)CSc1nnc(-c2ccco2)n1-c1ccccc1	-0.4	3	5	-4	-3	-7	11	0	-2	0
Cc1cc(=O)oc2ccc(OCC(=O)NCc3ccco3)cc12	-3.3	5	0	1	1	2	9	-1	1	1
O=C(OCc1ccccc1Cl)C1CC(=O)N(Cc2ccco2)C1 (configuration not stated)	0.3	-4	11	-7	-1	1	3	-1	6	-11
O=C(OCC#CCSc1nc2ccccc2s1)c1ccco1	0.9	-10	-5	-1	2	6	-14	-2	7	2
O=C(Nc1ccc2oc(-c3ccccc3)nc2c1)c1ccco1	-1.6	-16	-4	2	-9	-7	-29	4	0	9
CC1(C(=O)N/N=C/c2ccc([N+](=O)[O-])o2)CC1(Br)Br (configuration not stated)	-0.7	15	2	-3	-1	5	5	-8	2	-2

Bioassay records as filed in PubChem.

Compounds as they come, and some 4.2% of all compounds hit somewhere here.
